NCI-60 one-dose screen, 48 h, at 10 µM unless noted. Numbers give growth in % (100 = growth as untreated, 0 = no growth, -100 = all killed).
HS 578T: HS 578T breast cancer. 78,000 compounds, 4.1% hits. AID 1794788
MDA-MB-231: MDA-MB-231 breast cancer. 81,000 compounds, 5% hits. AID 1794789
T-47D: T-47D breast cancer; 79,000 compounds, 5% hits
MCF7: MCF7 breast cancer; AID 1794796; 82,000 compounds, 6.3% hits
SR: SR leukemia cells. 73,000 compounds, 8.7% hits. AID 1794780
BT-549: BT-549 breast cancer; 78,000 compounds, 4.4% hits
MDA-MB-468: MDA-MB-468 breast cancer. 78,000 compounds, 8.5% hits. AID 2202374
K-562: K-562 leukemia. AID 1794777. 78,000 compounds, 7.4% hits
Starred values were filed as active, the others as inactive; x = no result given; & = joins results of further samples; ! = not active in a repeat; [ ] = another dose, or the depositor's remark. Rule for the calls: active = growth percent below 10; inactive = the rest. Rows are unselected. About 13% of those tested had a hit in this group.

SMILES	HS 578T	MDA-MB-231	T-47D	MCF7	SR	BT-549	MDA-MB-468	K-562
CCO/C=N/C1=C(C#N)C(c2ccc(F)cc2)c2sc3c(F)cccc3c2O1 (configuration not stated)	24	51	41	16	32	49	27	24
COc1ccc(-c2nc(SCC(C)C)nc(N/N=C(/C)c3ccc(C)cc3)c2C#N)cc1	93	73	68	87	109	95	93	89
O=Cc1ccc(OCc2ccccc2)c(OCc2ccccc2)c1	103	78	106	114	117	92	104	124
CSc1nc2c(c(=O)[nH]1)N=C1c3ccccc3C(=O)C1C(c1ccc(F)cc1)N2 (configuration not stated)	67	93	73	40	32	97	22	63
[O-][N+](=C(c1ccccc1)c1ccccc1)c1ccccc1	98&112	103&95	83&104	96&122	109&96	95	95&88	93&97
COC(=O)C1C(O)CON(c2ccccc2)C1c1ccccc1 (configuration not stated)	96	112	103	109	104	107	101	98
C=C(C)[C@@H]1CC[C@]2(C)[C@H](CC=C3[C@@H]4CC(C)(C)CC[C@]4(C(=O)OC)CC[C@]32C)[C@@]1(C)CC/C(N)=N/O	72	66	7.0*	3.9*	0.2*	64	-13*	24
COc1ccc2c(c1)c(-c1nc(N)nnc1-c1c[nH]c3ccc(F)cc13)cn2C	76	65	66	66	50	66	69	85
COc1ccc(NC(=O)Nc2ccc(OCc3cccc(OC)c3)cc2)cc1	105	108	99	91	90	108	93	95
CC(=O)OC[C@@]1(C)C2CC[C@]3(C)C(CC=C4C5CC(C)(C)CC[C@]5(C(=O)Nc5ccccc5)CC[C@]43C)[C@@]2(C)C[C@@H](OC(C)=O)[C@@H]1OC(C)=O (some centres not stated)	52	61	15	24	17	48	-4.2*	13
C=CC[N+](C)(C)Cc1nc(C#N)c(N(C)C)o1	86	101	83	94	x	99	98	87
O=C(Nc1ccccc1Cl)Oc1ccc(C(=O)c2ccccc2)cc1	95	84	102	100	85	116	92	96
Nc1[nH]nc2nc(-c3ccccc3)[nH]c(=O)c12	88	111	93	94	x	91	97	101
O=C(CN1CCN(c2cc3c(cc2F)c(=O)c(C(=O)O)cn3C2CC2)CC1)Nc1nnc(-c2ccc(Cl)cc2)s1	104	106	58	81	72	78	101	85
NCCCC(N)CC(=O)NCC1NC(=O)C(CO)NC(=O)C(N)CNC(=O)C(C2CCN=C(N)N2)NC(=O)/C(=C\NC(N)=O)NC1=O (configuration not stated)	119	127	104	110	98	x	114	102
CCNc1nc2cc(Nc3ccnc4cc(Cl)ccc34)ccc2o1	85	64	66	41	x	81	41	x
CCN(CC)S(=O)(=O)c1ccc2[nH]c(=O)cc(C(=O)Nc3ccc(OC)cc3OC)c2c1	103	98	101	100	x	136	x	115
CCN(CC)c1ccc(/C=N/NC(=O)c2ccc(S(C)(=O)=O)cc2)c(O)c1	68	43	30	8.8*	9.0*	31	1.2*	12
COc1ccc(N2C(=O)N(c3ccc(C)cc3)C(=N)C2=S)cc1	83	92	75	81	71	88	94	79
O=C1OCC/C1=C\NCCCCCCCCN/C=C1\CCOC1=O	98	108	96	96	77	117	101	91
COC(=O)c1nc(N)nc(C(=O)OC)c1C(=O)c1ccc(F)cc1	102	103	105	97	112	120	101	109
CCOC(=O)C(NC=O)C(=O)OCC	108	119	107	94	93	107	81	104
O=c1c2ccccc2nc(SCc2n[nH]c(=S)n2-c2ccccc2)n1CCc1ccccc1	97	80	62	73	x	105	x	x
O=C1C=CC(Nc2ccc(Cl)c(Cl)c2)C1Nc1ccc(Cl)c(Cl)c1 (configuration not stated)	74	x	x	47	x	68	68	56
Cc1ccc(S(=O)(=O)NCCC(CC(C)c2cc3ccccc3o2)OCc2ccccc2)cc1 (configuration not stated)	102	99	102	88	92	110	107	96
O=C1NC(=NC(=O)c2ccccc2)S/C1=C/c1cccs1	100	95	91	101	105	90	97	96
CS(=O)(=O)c1ccc(C(=O)N/N=C/c2c[nH]c3ccccc23)cc1	98	98	98	94	88	98	95	108
Oc1ccc(NC(=S)Nc2ccccc2)cc1	110	103	105	98	95	x	98	97
CN[C@@H](C)C(=O)N[C@H]1CCS[C@H]2CC(C)(C)[C@@H](C(=O)N[C@H]3c4ccccc4C[C@H]3OCC#CC#CCO[C@@H]3Cc4ccccc4[C@@H]3NC(=O)[C@H]3N4C(=O)[C@@H](NC(=O)[C@H](C)NC)CCS[C@H]4CC3(C)C)N2C1=O	82	-51*	86	65	36	-15*	19	100
O=C(NCCO)Nc1ccc(-c2nc(N3CCOCC3)c3cccn3n2)cc1	-34*	4.2*	-33*	7.7*	8.1*	-5.6*	-24*	34
c1ccc(-c2nn[nH]n2)c(-c2ccc(Cn3ccnc3)cc2)c1	109	97	102	85	x	106	114	x
CCN(CC)c1ccc(C(=C2C=CC(=[N+](CC)CC)C=C2)c2cc(O)c(S(=O)(=O)O)cc2S(=O)(=O)O)cc1	121&95	111&103	107&96	110&99	x	103&102	119&100	110&101
CCCCCCCCc1ccc(C(=O)Nc2ccc(C)c(OP(=O)(O)O)c2)cc1	92	97	90	88	82	89	104	87
COc1cc(C2SC(C)C(=O)N2NC(=O)C(O)(c2ccccc2)c2ccccc2)cc([N+](=O)[O-])c1O (configuration not stated)	115	124	309	112	117	103	x	90
C/C=C/[C@H](O)[C@H](O)/C=C/c1cccc(OC)c1CO	99	99	95	97	94	105	97	93
COc1cc(CNS(=O)(=O)c2ccc(C)cc2)ccc1OCc1cn(-c2ccc(C#N)cc2)nn1	98	108	99	82	100	102	97	83
CN(C)CCN1C(=O)c2cccc3c(-c4ccc(-c5nc6c7ccccc7c7ccccc7c6[nH]5)cc4)ccc(c23)C1=O	117	89	87	36	39	104	108	28
C=C(C)[C@@H]1CC[C@]2(C(=O)NCCCCCN(CCCN)CCCN)CC[C@]3(C)[C@H](CC[C@@H]4[C@@]5(C)CC[C@H](O)C(C)(C)[C@@H]5CC[C@]43C)[C@@H]12	87[100 µM]	60[100 µM]	80[100 µM]	84[100 µM]	109[100 µM]	76[100 µM]	84[100 µM]	97[100 µM]
CCCCCCCCCCCCCCCCCCNc1nc2ccccc2s1	108	85	96	100	97	88	120	99
c1ccc2[nH]ncc2c1	101&102	106&101	102&105	99&97	106&101	97&117	96&106	101&99
COc1ccccc1[C@H]1C(C(=O)c2ccc(Cl)cc2)C2(N[C@@H]1c1ccccc1)C(=O)Nc1ccccc12 (some centres not stated)	-13*	-72*	6.0*	-11*	x	-23*	-30*	0.6*
COc1ncc(-c2ccc3nccc(-c4ccnnc4)c3c2)cc1NS(=O)(=O)c1ccc(F)cc1F	x	6.0*	-25*	8.5*	-17*	-32*	-73*	3.8*
O=C1Cc2cccc3c2c(cn3Cc2ccccc2)-c2ccccc21	94	82	64	62	25	x	105	65
C=C(C)[C@@H]1CC[C@]2(C(=O)O)CC[C@]3(C)[C@H](CC[C@@H]4[C@@]5(C)C/C(=C/c6ccc(OC)cc6)C(=O)C(C)(C)[C@@H]5CC[C@]43C)[C@@H]12	50	32	13	5.7*	31	26	0.7*	16
O=C(NNC(=O)c1ccc2ccccc2c1)c1ccc(Cl)c(Cl)c1	110	106	106	97	100	99	102	107

By substructure: the entries above containing a thiophene ring, fused or not (two)
SMILES	HS 578T	MDA-MB-231	T-47D	MCF7	SR	BT-549	MDA-MB-468	K-562
CCO/C=N/C1=C(C#N)C(c2ccc(F)cc2)c2sc3c(F)cccc3c2O1 (configuration not stated)	24	51	41	16	32	49	27	24
O=C1NC(=NC(=O)c2ccccc2)S/C1=C/c1cccs1	100	95	91	101	105	90	97	96

By substructure, those above containing a COOH group (2)
SMILES	HS 578T	MDA-MB-231	T-47D	MCF7	SR	BT-549	MDA-MB-468	K-562
O=C(CN1CCN(c2cc3c(cc2F)c(=O)c(C(=O)O)cn3C2CC2)CC1)Nc1nnc(-c2ccc(Cl)cc2)s1	104	106	58	81	72	78	101	85
C=C(C)[C@@H]1CC[C@]2(C(=O)O)CC[C@]3(C)[C@H](CC[C@@H]4[C@@]5(C)C/C(=C/c6ccc(OC)cc6)C(=O)C(C)(C)[C@@H]5CC[C@]43C)[C@@H]12	50	32	13	5.7*	31	26	0.7*	16

Remaining list, next part:
SMILES	HS 578T	MDA-MB-231	T-47D	MCF7	SR	BT-549	MDA-MB-468	K-562
CCCCSCC(=O)c1ccccc1	110	102	95	98	88	100	113	97
Cc1ccccc1N1CCN(C(=O)c2cccnc2)CC1	108	95	115	95	101	97	103	123
COc1cc(O)c(C(C)=O)c(OC)c1	121	101	91	102	104	104	107	107
CC(C)(C)OC(=O)C(c1ccccc1)c1ccccc1	91	97	95	106	98	106	97	117
CC(C)(C)c1cc(-c2nc3ccc(N4CCN(CCO)CC4)cc3[nH]2)cc(C(C)(C)C)c1O	67	39	61	36	-16*	92	53	-24*
CCCOC(=O)c1ccc(C)cc1	109	111	101	94	x	112	111	110
CC1=NN(c2cccc(Cl)c2)C(=O)/C1=C\c1ccccn1	112	107	100	103	112	111	117	102
O=C1/C(=C/c2ccc(O)cc2)COc2ccc(O)cc21	99	107	103	52	33	106	100	56
O=C1/C(=C\C=C/c2ccccc2)SC(=S)N1CCc1ccc(O)cc1	106	91	93	104	93	86	105	91
C#CCN(C)CCCOc1ccc(N(CC)C(=O)c2cc(C(C)C)c(O)cc2O)cc1Cl	9.4*	-45*	10	0.1*	-34*	-8.7*	-47*	-27*
CCC[n+]1ccc(SCC(=O)n2ccc3ccccc32)c2ccccc21	106	93	95	88	71	x	81	78
CC1CCC(=O)N1c1ccc(N)cc1 (configuration not stated)	108	101	82	98	94	100	115	100
COc1ccc(CC(=O)N2CCN(C(=O)Nc3ccc(S(N)(=O)=O)cc3)CC2)cc1	104	100	92	100	113	99	88	121
COc1ccccc1-c1ccc2nc(Nc3cc(N4CCN(CCO)CC4)nc(C)n3)sc2c1	84	88	90	85	92	95	91	x
COc1cccc(Sc2ccc([N+](=O)[O-])c3no[n+]([O-])c23)c1	68	74	40	39	x	47	70	8.9*

Compound profiles, as listed above.
Cc1ccccc1N1CCN(C(=O)c2cccnc2)CC1 is entered as HS 578T = 108; MDA-MB-231 = 95; T-47D = 115; MCF7 = 95; SR = 101; BT-549 = 97; MDA-MB-468 = 103; K-562 = 123
CC1=NN(c2cccc(Cl)c2)C(=O)/C1=C\c1ccccn1 is entered as HS 578T = 112; MDA-MB-231 = 107; T-47D = 100; MCF7 = 103; SR = 112; BT-549 = 111; MDA-MB-468 = 117; K-562 = 102

Continued:
SMILES	HS 578T	MDA-MB-231	T-47D	MCF7	SR	BT-549	MDA-MB-468	K-562
O=c1[nH]c(N2CCc3ccccc3C2)nc2scc(-c3ccccc3)c12	102	88	102	81	100	99	93	110
N#Cc1c2c([nH]c(=O)c1C#N)/C(=C/c1cccnc1)CC2	94	94	102	86	88	120	96	113
CCN(CC)CCCC(C)Nc1c2ccccc2nc2c(Cl)cccc12 (configuration not stated)	69	41	x	19	20	81	17	49
c1ccc(Oc2cccc3ccccc23)cc1	97	99	86	99	81	92	97	95
Cc1ccc(/C=C2\Oc3ccc(O)c(-c4ccccc4)c3C2=O)cc1	82	91	x	70	76	79	80	86
COc1ccc(-c2ccc(C)n2-c2ccc(OC)cc2)cc1	75	70	65	61	42	74	68	76
NC(C(=O)O)C1=CCC=CC1 (configuration not stated)	112	107	106	98	94	101	104	101
CC1=CC(C)(C(Cl)(Cl)Cl)C(C)=C/C1=N/O (configuration not stated)	96	109	96	94	93	116	83	89
O=C1C(=O)N(CCCCn2cc(Cn3c4ccccc4c4ccccc43)nn2)c2ccccc21	87	82	77	89	x	104	82	58
CCOc1ccc(N=C=S)cc1	116	127	99	96	95	117	97	90
CC(C)c1cc(C(=O)O)c(O)c(C(C)C)c1.CC(C)c1cc(C(=O)O)c(O)c(C(C)C)c1.[Mn]	107	103	82	104	94	91	120	95
COc1ccc(-c2cn(-c3ccc(Cl)c(Cl)c3)c(=S)[nH]2)cc1	37	80	64	81	x	69	x	81
CC(C)c1oc2ccccc2c1C(=O)c1cc(I)c(O)c(I)c1	99	99	101	105	x	94	93	113
CCCCCCCCCCCCCCCC(=O)OC[C@H](CSC[C@H](NC(C)=O)C(=O)N[C@@H](CO)C(=O)OC)OC(=O)CCCCCCCCCCCCCCC	88	98	90	93	102	69	101	99
O=C(CCl)c1ccc2c(c1)Nc1ccccc1S2	106&93	90&98	-3.6*!	-32*!	6.2*!	76&74	65&76	30&30
O=C1OC=N/C1=C/c1ccccc1	104	123	108	100	x	118	x	98
CCOC(=O)c1cc(Cl)c2c(ccc3ccccc32)n1	106	99	99	93	137	134	102	96
COC(=O)N1CCCCC1	110	120	112	96	104	105	88	108
Oc1ccc(C(c2ccc(O)cc2)c2ccc(Cl)cn2)cc1	-30*	77	-34*	-17*	90	-30*	-31*	72
OCCN1CCC(CCCC2CCNCC2)CC1	108	106	109	95	92	117	94	96
C=CCc1c(C)nc(NC(C)=O)[nH]c1=O	x	128	113	91	x	113	109	x
CCN(CC)CC(O)CNc1ccnc2c(Cl)ccc(Cl)c12 (configuration not stated)	106	97	98	99	89	108	104	90
CC[C@H](CC[C@@H](C)[C@H]1CC[C@H]2[C@@H]3CC(=O)C4=CC(=O)/C(=C/c5ccc(Br)cc5)C[C@]4(C)[C@H]3CC[C@]12C)C(C)C	106	101	102	98	105	101	104	103
CCCN1C=C/C(=C\C(=O)n2ccc3ccccc32)c2ccccc21	101	76	47	64	56	103	7.4*	57
N#Cc1cnc2c(C#N)c(Nc3ccccc3)nn2c1-c1ccccc1	96	96	86	90	107	110	91	115
C[C@@H](C[C@H](CCOC(=O)N(C)C)c1ccccc1)c1csc2ccccc12	77	89	70	98	92	94	x	61
CCN1CCN(/C(=N\c2sc(-c3ccccc3)nc2-c2ccccc2)c2ccc(C)cc2)CC1	109	103	98	101	102	119	95	104
CNC(=S)n1cnc(N)n1	121	114	108	97	107	x	103	99
Cc1nc(-c2ccccc2O)ccc1C(=O)N=Nc1c(O)[nH]c2ccc(Br)cc12	92	88	89	91	101	102	90	113

Screens: PubChem BioAssay, NCI
